HIV fusion peptide – inhibitors of HIV fusion peptide binding, primary screen, biochemical, uHTS, fluorescence dequenching (AID 1986) | inhibition, % at 20 µM, or IC50 in µM where a hit was titrated | 0.3% of 290,000 active | cell-free peptide binding, fluorescence dequenching, 30 min; higher % means a stronger effect; in the data active means inhibition mostly above about 52%, no sharp cut-off; inactive means mostly below about 76%; further: some results filed as inactive read as strong as hits
NOD1 inhibition – NOD1 signaling inhibitors, primary screen, cell-based, luminescence, uHTS (AID 1578); 1% of 290,000 active; NOD1-driven NF-kB luciferase reporter cells, luminescence; higher % means a stronger effect; inhibition, % at 4 µM; hits with a dose series show EC50 in µM; in the data active means inhibition mostly above about 36%, no sharp cut-off; inactive means mostly below about 34%;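 further: HEK-293T reporter cells stimulated with the NOD1 agonist gamma-tri-DAP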
Siah-1 displacement – Siah-1 peptide-binding antagonists, primary screen, biochemical, fluorescence polarization, rhodamine-plectin, uHTS (AID 1817); one-dose displacement, % at 20 µM; IC50 in µM for titrated hits; 0.02% of 290,000 active; Siah-1 / rhodamine-plectin peptide fluorescence polarization; higher % means a stronger effect;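 active means displacement of at least 50% at 20 µM, with a fluorescence ratio check between 0.3 and a set limit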;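 further: plate controls were Siah plus tracer with DMSO for no effect and tracer alone without Siah for full effect; strong numbers were not always called active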
LYP phosphatase – PTPN22 lymphoid phosphatase activity blockers – biochemical, fluorescence intensity, uHTS (AID 1779). recombinant LYP phosphatase, fluorescence intensity; higher % means a stronger effect. one-dose inhibition, % at 11.5 µM; IC50 in µM for titrated hits. 0.054% of 290,000 active;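 further: plate controls were vehicle with enzyme for no effect and no enzyme for full effect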
KOR beta-arrestin-1 – kappa opioid receptor activators – cell-based, luminescence, uHTS, primary screen (AID 1777). KOR beta-arrestin recruitment, luminescence; higher % means a stronger effect. one-dose activation, % at 10 µM; EC50 in µM for titrated hits. 0.02% of 280,000 active; in the data active means activation above about 50%, passing the limit was not always enough; further: a part of the inactive calls stands beside numbers as strong as those of hits
Myeloid diff 2 – promotes myeloid progenitor differentiation | ER-HoxA9 myeloid progenitors, lysozyme-GFP differentiation, flow cytometry | calls only at 10 µM | 1% of 360,000 active;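 active means normalized GFP-positive differentiation at or above the plate's own cutoff, the solvent-only control mean plus 3 SD; inconclusive means no clear call, values can overlap the other calls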;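 further: cells exposed to compound for four days before flow analysis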
KOR beta-arrestin-2 – KOR antagonists, beta-arrestin recruitment, cell-based, luminescence, uHTS (AID 1778); KOR beta-arrestin recruitment, luminescence, antagonist mode; higher % means a stronger effect; 0.091% of 290,000 active; one-dose inhibition, % at 10 µM; IC50 in µM for titrated hits; further: strong numbers were not always called active
HEK293 NOD2/NF-kB – NOD2 signaling inhibitors, cell-based, luminescence, uHTS, HEK293 (AID 1566); HEK293 NOD2/NF-kB luciferase reporter, luminescence; higher % means a stronger effect; inhibition, % at 4 µM; hits with a dose series show EC50 in µM; 0.63% of 290,000 active; further: many of its hits are not listed in these tables
PhoP inhibition – PhoP-dependent GFP reporter repression – Salmonella Typhimurium, primary screen (AID 1863) | S. Typhimurium PhoP-regulated promoter GFP reporter, 4 h; higher % means a stronger effect | inhibition, % at 50 µM, or IC50 in µM where a hit was titrated | 0.16% of 300,000 active;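 active means inhibition over 29.93%, a cutoff 3 SD above the screen mean, later confirmed by dose response; inconclusive means inhibition over 29.93% but no dose response follow-up; inactive means inhibition at most 29.93% or unconfirmed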;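 further: 0% = low Mg2+ inducing control and 100% = high Mg2+ repressing control; strong numbers were not always called active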
Myeloid diff 2 GFP+ MAC1+ % – second read-out of Myeloid diff 2, no call of its own (marks repeat the call); GFP+ MAC1+ double positive, %; measured here: differentiation confirmed by MAC1 staining
Numbers without * were called inactive; i = inactive; ? = inconclusive; . = no result given; + = active, no number; [ ] = remark or other dose. Unless noted, no stated cut-off is given here; in the data, active means inhibition above about 50%; inactive means the rest.

SMILES	HIV fusion peptide	NOD1 inhibition	Siah-1 displacement	LYP phosphatase	KOR beta-arrestin-1	Myeloid diff 2	Myeloid diff 2 GFP+ MAC1+ %	KOR beta-arrestin-2	HEK293 NOD2/NF-kB	PhoP inhibition
COc1ccc(NC(=O)N2CCc3ccccc3C2)cc1	1.5%	-63%	-4%	-5%	1.7%	i	0.5	-20%	-33%	6%
O=C(O)c1ccccc1O	-0.6%	-46%	6%	-1%	-1.3%	i	2.0	2%	-4%	-9%
CN(C)CCCN(C(=O)c1ccc(S(=O)(=O)N2CCCCC2)cc1)c1nc2cc3c(cc2s1)OCO3	-1.6%	-23%	-3%	-4%	7.6%	i	1.5	-42%	5%	0%
Cc1ccc(C(=O)NCCC(=O)N2CCCC2)cc1	-0.3%	-16%	12%	-10%	-2.1%	i	0.8	-10%	-25%	1%
NS(=O)(=O)c1ccc(Nc2nc(-c3ccc(O)cc3)cs2)cc1	2.6%	3%	-4%	-6%	-4.9%	i	1.0	19%	20%	38%
C=CCOc1ccc(C2CC(C)=NN2c2ccccc2)cc1 (stereo not drawn)	-1.1%	-23%	-4%	-4%	7.9%	i	0.6	-7%	-5%	-5%
CCOC(=O)C(Cc1ccc(OC)c([N+](=O)[O-])c1)NC(=O)CCC(=O)Nc1ccc(C)cc1 (stereo not drawn)	0.2%	-5%	14%	-6%	-8.6%	i	0.4	-6%[20 µM]	14%	9%
O=C(OCc1nnc(-c2ccccc2)o1)C1CCN(S(=O)(=O)c2cccs2)CC1	-2.7%	-9%	3%	-7%	-5.7%	i	0.7	11%	9%	-2%
C/C=C/C(=O)Nc1ccc(N2CCN(c3ccc(C(F)(F)F)cn3)CC2)nc1	1.7%	2%	2%	-6%	2.3%	i	0.5	8%	9%	-5%
Cc1ccc(C(=O)Nc2ccccc2C(=O)NC(CC(=O)O)C(=O)O)cc1 (stereo not drawn)	0.7%	-16%	-1%	-3%	5.5%	i	5.1	-21%	0%	-30%
O=C(CN1C(=O)c2ccccc2S1(=O)=O)N1CCCCC1	-0.8%	-53%	1%	-6%	-2.9%	i	0.7	10%	2%	-7%
Cc1cccc(OCc2nc(-c3ccc(Br)o3)no2)c1	2.1%	-31%	-5%	0%	2.8%	i	0.3	-27%	-9%	-1%
CCO[C@H]1OC(C(=O)NCc2nc3ccccc3[nH]2)=C[C@@H](C2CC2)[C@@H]1CCCO	-0.9%	-33%	6%	-6%	-0.4%	?	.	-125%	-16%	-6%
OCCCNC(=S)Nc1ccc(Nc2ccccc2)cc1	-2.6%	-21%	14%	-3%	-4.2%	i	0.1	2%	-25%	3%
CSC1=NCCN1S(=O)(=O)c1ccc(C)cc1	-1.6%	-18%	11%	-5%	-3.2%	i	0.1	-19%	5%	-5%
Cc1cc2ncn(CCC(=O)NC(C)(C)C)c2cc1C	-1.6%	-22%	0%	-7%	.	i	0.1	-8%[20 µM]	17%	6%
Nc1c(Cl)ncnc1N/N=C/c1cccc(O)c1	-2.7%	8%	-2%	-6%	1.5%	i	0.4	12%	5%	7%
CC(=O)N/C(=C\c1ccccc1)C(=O)Nc1ccccc1C	-1.5%	7%	-3%	-4%	-2.8%	i	0.4	-12%[20 µM]	2%	8%
CN(CCC#N)C(=O)COC(=O)c1ccc(CNS(=O)(=O)c2ccc(F)c(Cl)c2)cc1	-1.8%	-15%	1%	-1%	-6.4%	i	0.5	20%	14%	2%
COc1ccc2c(c1)[nH]c1c(=O)n(CC3CCCO3)cnc12 (stereo not drawn)	-1.9%	7%	-7%	-3%	.	i	2.4	-35%	-40%	-10%
CCOC(=O)N1CCN(C(=O)c2ccc(N(Cc3ccc(C)cc3)S(C)(=O)=O)cc2)CC1	-0.8%	-77%	0%	-7%	-0.4%	i	2.3	-24%	4%	-1%
COc1ccccc1CCNS(=O)(=O)c1cn(C)nc1C	1.0%	-21%	5%	-8%	-1.2%	i	0.5	21%	5%	0%
Cc1ccc(C(C#N)N2CCOCC2)cc1 (stereo not drawn)	-0.2%	-24%	5%	-4%	0.9%	i	9.4	-13%	13%	-1%
COc1ccccc1/C=N/N(C(C)=O)c1nc(-c2ccc(F)cc2)cs1	0.1%	9%	-6%	-2%	-2.7%	i	0.7	14%	-76%	-4%
O=C(NCc1ccco1)c1ccc(Cn2cc([N+](=O)[O-])cn2)o1	-0.8%	-85%	1%	-7%	-5.3%	i	8.0	-8%	14%	-1%
O=[N+]([O-])c1ccc(NC(=S)NCc2ccncc2)cc1	1.9%	4%	6%	-5%	-3.9%	i	0.1	-20%	6%	13%
COC(=O)c1cn(C(=O)c2cc(OC)cc(OC)c2)c2ccccc12	0.5%	-19%	-1%	-11%	1.9%	i	0.2	-67%	9%	2%
CN(C(=O)/C=C/c1cnc2ccccc2c1)C1CCCCC1	0.0%	-37%	2%	-5%	4.6%	i	0.5	-32%	-102%	-2%
COC(=O)c1c(C(C)=O)cnc2ccc(Br)cc12	0.9%	-10%	-2%	2%	3.1%	i	0.8	-9%	0%	1%
O=C(Cc1ccccc1)N1CCN=C1SCc1cccc([N+](=O)[O-])c1	1.4%	-29%	1%	-6%	-4.7%	i	0.4	1%	0%	-8%
CCN1C(=O)c2cccc3c(S(=O)(=O)Nc4ccccc4OC)ccc1c23	-2.3%	13%	2%	-3%	1.3%	i	0.4	9%	-6%	-3%
COC(=O)c1ccc(CSc2nnc(-c3c[nH]c4ccccc34)n2C)o1	-1.8%	13%	-3%	-10%	0.0%	i	2.8	11%	0%	-2%
CC(=O)Nc1nc(-c2ccccc2)c(-c2ccccc2)o1	0.3%	-5%	3%	4%	13%	i	0.5	-31%	-3%	1%
O=C1N/C(=N\N=C\c2cccs2)SC1Cc1ccc(Cl)c(Cl)c1 (stereo not drawn)	2.3%	-13%	2%	-5%	4.0%	i	0.1	-25%	5%	-1%
COCCNC(=O)c1ccc(CSc2nc3ccccc3s2)cc1	-0.3%	-22%	-8%	-7%	4.1%	i	3.7	-31%	-4%	-3%
COc1ccc(N=C2NC(=O)/C(=C/c3ccco3)S2)cc1	9.7%	-1%	-3%	7%	-1.4%	i	0.0	-19%	-81%	1%
Cc1ccc(CN2CCN(Cc3ccc(-n4cccn4)cc3C)CC2CCO)cc1 (stereo not drawn)	-1.3%	12%	0%	1%	1.1%	i	0.2	-6%	10%	-6%
CN(C)c1ccc(C(O)P(=O)(OCc2ccccc2)c2ccc(N(C)C)cc2)cc1 (stereo not drawn)	-1.4%	-13%	0%	-5%	8.4%	i	0.7	-20%	1%	-6%
COc1cc(/C=N/NC(=O)c2ccncc2)ccc1OC(=O)c1cccc(Br)c1	0.1%	19%	6%	2%	2.6%	i	0.3	-3%	-3%	10%
CC(C)(C)c1ccc(C2CC2C(=O)N/N=C\c2cc3ccccc3nc2Cl)cc1 (stereo not drawn)	-0.8%	30%	3%	-2%	2.0%	i	2.5	-16%	17%	29%

One compound at a time, from the list above:
Entry for CN(C(=O)/C=C/c1cnc2ccccc2c1)C1CCCCC1 = HIV fusion peptide = 0.0%; NOD1 inhibition = -37%; Siah-1 displacement = 2%; LYP phosphatase = -5%; KOR beta-arrestin-1 = 4.6%; Myeloid diff 2 = i; Myeloid diff 2 GFP+ MAC1+ % = 0.5; KOR beta-arrestin-2 = -32%; HEK293 NOD2/NF-kB = -102%; PhoP inhibition = -2%
Entry for COc1ccccc1/C=N/N(C(C)=O)c1nc(-c2ccc(F)cc2)cs1 = HIV fusion peptide = 0.1%; NOD1 inhibition = 9%; Siah-1 displacement = -6%; LYP phosphatase = -2%; KOR beta-arrestin-1 = -2.7%; Myeloid diff 2 = i; Myeloid diff 2 GFP+ MAC1+ % = 0.7; KOR beta-arrestin-2 = 14%; HEK293 NOD2/NF-kB = -76%; PhoP inhibition = -4%

Further entries follow.
SMILES	HIV fusion peptide	NOD1 inhibition	Siah-1 displacement	LYP phosphatase	KOR beta-arrestin-1	Myeloid diff 2	Myeloid diff 2 GFP+ MAC1+ %	KOR beta-arrestin-2	HEK293 NOD2/NF-kB	PhoP inhibition
CNc1nnc(-c2cccc(N(C)C)c2)s1	-3.7%	-46%	4%	5%	-2.6%	i	0.6	8%	-45%	33%
CCOc1cc(S(=O)(=O)NC2CC(C)(C)NC(C)(C)C2)ccc1F	0.4%	-28%	-4%	-3%	0.4%	i	2.2	10%	-18%	-4%
CCOC(=O)c1sc(=S)n(-c2ccc(C)cc2)c1SC	0.9%	9%	-2%	3%	0.4%	i	1.0	-18%	-9%	0%
Cc1cccc(C)c1OCc1nnc(SCC(=O)Nc2cccc(C(=O)N3CCOCC3)c2)n1C	0.5%	6%	6%	-6%	11%	i	1.5	-15%	6%	6%
C=CCCCCCCCCc1nc(SCC(=O)O)n[nH]1	2.4%	3%	5%	-4%	1.0%	i	0.2	18%	10%	-10%
O=C(CN1CCN(c2ccc(F)cc2)CC1)Nc1nccs1	0.7%	2%	11%	-8%	-1.0%	i	0.4	1%	-4%	3%
COc1cccc(OCc2cc(C(=O)N3CCN(c4ccccc4O)CC3)no2)c1	-2.6%	-47%	5%	-6%	-1.1%	i	6.0	-11%	-20%	9%
O=C(c1ccccc1NS(=O)(=O)c1cccc([N+](=O)[O-])c1)N1CCOCC1	-4.2%	.	4%	-6%	-1.6%	i	7.3	15%	16%	0%
C=CCc1cccc2cc(C(=O)Nc3cccc(C(=O)O)c3)c(=O)oc12	3.4%	-7%	0%	1%	-3.0%	.	.	12%	-1%	-3%
Clc1ccc(CN2CCCCCCC2)cc1	2.4%	-10%	8%	0%	1.2%	i	0.3	4%	6%	20%
Cn1c(=O)c2cc(S(=O)(=O)NCCC(=O)NCCC3=CCCCC3)ccc2n(C)c1=O	4.1%	15%	-4%	-2%	7.0%	+	16*	-13%	-10%	3%
Cn1c(=O)c2c(ncn2CC(=O)Nc2ccccc2)n(C)c1=O	-0.3%	-5%	-1%	-10%	.	i	0.5	.	15%	6%
CCOC(=O)c1c(C)c(C(=O)NCc2ccco2)c(C)n1CC	-1.4%	-23%	5%	-7%	-1.3%	i	0.2	-40%	3%	3%
O=C1ON=C(c2ccccc2)/C1=C/c1ccc(O)cc1	4.4%	26%	3%	0%	9.2%	i	0.5	-63%	-7%	5%
CCOC(=O)c1c(/N=C/N(C)C)sc(/C=N/Nc2ccccc2)c1-c1ccccc1Cl	1.1%	-32%	5%	4%	-4.7%	i	0.4	-17%	-20%	-1%
Cc1ccc(SCc2cc(-c3ccc(Cl)cc3)no2)cc1	-0.7%	14%	2%	-4%	2.6%	i	1.2	-20%	10%	-4%
COC(=O)C(Nc1nccs1)(OC)C(F)(F)F (stereo not drawn)	1.5%	-22%	3%	-9%	-1.8%	i	2.8	22%	11%	-3%
CCOC(=O)N1CCN(c2c(NCCN3CCCCC3CC)c(=O)c2=O)CC1 (stereo not drawn)	-2.9%	-14%	-2%	-4%	-5.7%	i	2.7	33%	17%	0%
COc1ccc(C(=O)Oc2c(OC)cc(C(=S)N3CCOCC3)cc2OC)cc1	-0.7%	-8%	1%	-6%	1.7%	i	0.6	10%	12%	-4%

Bioassay records (PubChem BioAssay)

The list is partial; count on the stated rates, not on these rows.
